Assay outcomes from PubChem BioAssay.
BL2 CD40 inh: CD40 pathway inhibition in BL2 cells | BL2 NF-kB luciferase reporter, CD40L-induced, 4 h | inhibition, % at 10 µM | hit rate 0.94% among 83,000 | AID 1053188;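 active means mean inhibition of at least 50% with a set share of replicates also reaching that level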;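 further: 0% = neutral control wells and 100% = IKK inhibitor VII at 50 µM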
An asterisk follows results filed as active; & = joins results of further samples; [ ] = another dose, or the depositor's remark.

Sample of the layout (2 entries):
For COc1ccc(-c2ccc(C3[C@H]4CNC[C@@H]3N4S(=O)(=O)c3cccc(C)c3)cc2)cc1 (some centres not stated) the results were BL2 CD40 inh -1&-2.
For O=S(=O)(c1cccs1)N1CCN(CCOc2ccccc2)CC1 the results were BL2 CD40 inh 5.

The listing (from the top)
For COc1ccc(-c2ccc(C3[C@H]4CNC[C@@H]3N4S(=O)(=O)c3cccc(C)c3)cc2)cc1 (some centres not stated) the results were BL2 CD40 inh -1&-2.
For O=S(=O)(c1cccs1)N1CCN(CCOc2ccccc2)CC1 the results were BL2 CD40 inh 5.
For O=C(/C=C/c1ccco1)NCCCN1CCOCC1 the results were BL2 CD40 inh 4.
`O=C(COc1ccc(F)cc1Cl)Nc1ccccc1C(=O)N1CCCCC1` gave BL2 CD40 inh -29.
`CCCNC(=O)N(C)C[C@@H]1Oc2cc(C#C[C@H](C)O)ccc2S(=O)(=O)N([C@@H](C)CO)C[C@H]1C` gave BL2 CD40 inh -9[25 µM].
`COc1ccc(N2CCN(C(=O)Cc3coc4cc(C)ccc34)CC2)cc1` gave BL2 CD40 inh 0.
For O=C(COC(=O)Cc1c(F)cccc1Cl)NC1CCS(=O)(=O)C1 (configuration not stated) the results were BL2 CD40 inh 2.
Screening COc1ccc(CNc2nc(NC(C)=O)nn2-c2ccccc2)cc1 returned BL2 CD40 inh 1.
`O=C(NCc1ccccc1)C1Cc2c(-c3ccc(Cl)cc3)ccnc2O1` (configuration not stated) gave BL2 CD40 inh -8.
For Cc1ccc(CNC(=O)C2(C)CCN2C(=O)Cc2ccc(-c3ccccc3)cc2)cc1 (configuration not stated) the results were BL2 CD40 inh 16.
For O=C(C[C@H]1C[C@@H]2c3cc(NC(=O)c4cccnc4)ccc3O[C@@H]2[C@@H](CO)O1)NC1CCCC1 the results were BL2 CD40 inh -6.
`C[C@H](CO)N1C[C@H](C)[C@@H](CN(C)C(=O)C2CC2)OCc2cn(nn2)CCCC1=O` gave BL2 CD40 inh -8[25 µM].
N#Cc1c(-c2ccc(F)cc2)c(-c2ccc(F)cc2)nn(CCO)c1=O was read as BL2 CD40 inh -15.
`CO[C@H]1CN(C)C(=O)c2ccc(NC(=O)c3cccc(F)c3)cc2OC[C@H](C)NC[C@H]1C` gave BL2 CD40 inh 10[25 µM].
Cc1nc(-c2ccc(C(=O)N3CCOCC3)cc2)cs1 was read as BL2 CD40 inh -23.
`O=C(/C=C/c1ccccc1)NC(NC(=S)Nc1cccc2cccnc12)C(Cl)(Cl)Cl` (configuration not stated) gave BL2 CD40 inh -5[25 µM].
Screening Cc1cccc(S(=O)(=O)N2CC[C@@H]3[C@@H](CO)Nc4ccc(C#Cc5ccc(F)cc5)cc4[C@@H]32)c1 returned BL2 CD40 inh -1[25 µM].
COc1cccc(CNC(=O)[C@@H]2[C@@H](CO)[C@@H]3Cn4c(ccc(-c5cccnc5)c4=O)[C@H]2N3C(C)=O)c1 was read as BL2 CD40 inh -4[25 µM].
For CC(Sc1nnc(CN2CCCC2)n1Cc1ccccc1)C(=O)Nc1ccc(F)c(F)c1F (configuration not stated) the results were BL2 CD40 inh -2.
`O=c1[nH]c2ccccc2s1` gave BL2 CD40 inh -1.
O=C(Nc1ccc2c(c1)[C@H]1C[C@@H](CC(=O)N3CCCCC3)O[C@@H](CO)[C@H]1O2)NC1CCCCC1 was read as BL2 CD40 inh -21[25 µM].
`CCOc1ccc(N/C(C)=C\C(=O)c2ccc3c(c2)OCCO3)cc1` gave BL2 CD40 inh -47.
For O=C1CN(C(=O)COC(=O)CCc2ccccc2)c2ccccc2N1 the results were BL2 CD40 inh 4.
`Cc1cc(N2CCN(C(=O)c3ccco3)CC2)n2nc(-c3cccc(Cl)c3)cc2n1` gave BL2 CD40 inh 2.
For N#C[C@@H]1[C@H](c2ccccc2-c2cccc(F)c2)[C@@H](CO)N1C(=O)CN1CCOCC1 the results were BL2 CD40 inh -5[25 µM].
`COc1ccc(CC(=O)Nc2ccc(S(=O)(=O)Nc3onc(C)c3C)cc2)cc1OC` gave BL2 CD40 inh -3.
`N#C/C(C(=O)N1CCCCC1)=C1/N=C(N)c2ccccc21` gave BL2 CD40 inh -28.
Screening CN1C(=O)c2cc(NC(=O)C3CCCCC3)ccc2OC[C@H]2O[C@H](CC(=O)NCC3CCCCC3)CC[C@@H]21 returned BL2 CD40 inh 2.
Screening O=C1c2cccc3cccc(c23)C(=O)N1Cc1cccnc1 returned BL2 CD40 inh 4.
`COc1ccc(NC(=O)N2CC3(C2)CN(C(C)=O)[C@H](CO)c2[nH]c4cc(OC)ccc4c23)cc1` gave BL2 CD40 inh -8[25 µM].

7 entries drawn at random from those above:
`O=C(/C=C/c1ccccc1)NC(NC(=S)Nc1cccc2cccnc12)C(Cl)(Cl)Cl` (configuration not stated) gave BL2 CD40 inh -5[25 µM].
`CO[C@H]1CN(C)C(=O)c2ccc(NC(=O)c3cccc(F)c3)cc2OC[C@H](C)NC[C@H]1C` gave BL2 CD40 inh 10[25 µM].
Screening Cc1cccc(S(=O)(=O)N2CC[C@@H]3[C@@H](CO)Nc4ccc(C#Cc5ccc(F)cc5)cc4[C@@H]32)c1 returned BL2 CD40 inh -1[25 µM].
For CC(Sc1nnc(CN2CCCC2)n1Cc1ccccc1)C(=O)Nc1ccc(F)c(F)c1F (configuration not stated) the results were BL2 CD40 inh -2.
For O=C(/C=C/c1ccco1)NCCCN1CCOCC1 the results were BL2 CD40 inh 4.
For O=C(C[C@H]1C[C@@H]2c3cc(NC(=O)c4cccnc4)ccc3O[C@@H]2[C@@H](CO)O1)NC1CCCC1 the results were BL2 CD40 inh -6.
For COc1ccc(-c2ccc(C3[C@H]4CNC[C@@H]3N4S(=O)(=O)c3cccc(C)c3)cc2)cc1 (some centres not stated) the results were BL2 CD40 inh -1&-2.

Next section.
Screening CSCC[C@H](NC(=O)C1CCCC1)c1nc2ccccc2[nH]1 returned BL2 CD40 inh 13.
`COc1cccc(CN2C[C@@H]3N[C@H](C2)C3c2ccc(-c3ccccc3OC)cc2)c1` (some centres not stated) gave BL2 CD40 inh -2&3.
Screening CC1CCN(C(=O)COC(=O)[C@H](C)NS(=O)(=O)/C=C/c2ccccc2)CC1 returned BL2 CD40 inh -2.
`COC(=O)C[C@@H]1CC[C@@H]2[C@@H](COc3ccc(NC(=O)Nc4c(C)noc4C)cc3C(=O)N2C)O1` gave BL2 CD40 inh -11[25 µM].
For CC(C)(C)C(=O)NCCn1ccc2ccccc21 the results were BL2 CD40 inh -11.
`Cc1sc2ncnc(OCC(=O)NCc3cccs3)c2c1C` gave BL2 CD40 inh -4.
Screening CN(C)CCC=C1c2ccccc2CCc2ccccc21 returned BL2 CD40 inh 24.
C=CCn1c(SCC(=O)NC2(C#N)CCCCC2)nnc1-c1ccncc1 was read as BL2 CD40 inh 9.
`O=C(O)CCC(=O)Nc1nnc(C(F)(F)F)s1` gave BL2 CD40 inh 8.
For Nc1ccc2ccccc2c1C(=O)c1ccccc1 the results were BL2 CD40 inh -3.
CCCCSc1nsc(NC(C)=O)n1 was read as BL2 CD40 inh -59.
O=C(NCC[C@@H]1CC[C@@H](NS(=O)(=O)c2cccc(F)c2)[C@@H](CO)O1)C1CCCC1 was read as BL2 CD40 inh -8.
`COc1ccccc1C(C)NCC(=O)NC(=O)NCc1ccco1` (configuration not stated) gave BL2 CD40 inh 8.
`CCN1CCN(c2ccc(S(=O)(=O)N3CCCCC3)cc2NC(=O)c2cccc(NC(C)=O)c2)CC1` gave BL2 CD40 inh 2.
`Cc1cccc2nc(CSc3nc4cc([N+](=O)[O-])ccc4s3)cn12` gave BL2 CD40 inh -2.

Sorted by formula weight (lowest first): part of the list above.
For Nc1ccc2ccccc2c1C(=O)c1ccccc1 the results were BL2 CD40 inh -3.
Screening CSCC[C@H](NC(=O)C1CCCC1)c1nc2ccccc2[nH]1 returned BL2 CD40 inh 13.
`Cc1cccc2nc(CSc3nc4cc([N+](=O)[O-])ccc4s3)cn12` gave BL2 CD40 inh -2.

Next results follow:
For CC(C)NC(=O)Nc1cccc2c1O[C@@H](CN(C)Cc1ccc(C(=O)Nc3ccccc3N)cc1)[C@@H](C)CN([C@H](C)CO)C2=O the results were BL2 CD40 inh -37.
Screening O=C1CCCCCCC1Sc1ccccc1[N+](=O)[O-] (configuration not stated) returned BL2 CD40 inh 3.
Screening CCN1[C@@H]2c3ccc(C4=CCCCC4)c(=O)n3C[C@@H]2[C@@H](CO)[C@@H]1C(=O)OC returned BL2 CD40 inh -1[25 µM].
For O=C(O)CNS(=O)(=O)c1ccc(Br)s1 the results were BL2 CD40 inh 10.
CN(C)c1nc(/C=C(\C#N)C(N)=O)c(Cl)n1-c1ccc(F)cc1 was read as BL2 CD40 inh 2.
`O=C(COC(=O)c1cc[n+]([O-])cc1)NCc1ccccc1Cl` gave BL2 CD40 inh 6.
CCCS(=O)(=O)NC(=O)C1(C)CCN(C(=O)Cc2ccc(OC)c(OC)c2)C1 (configuration not stated) was read as BL2 CD40 inh 3.
Screening CCOC(=O)c1cc(C)[nH]c1C returned BL2 CD40 inh -1.
For CCOC(=O)c1ccc(Cn2c(-c3ccccc3)nnc2-c2ccccc2)o1 the results were BL2 CD40 inh -37.
`C[C@H](CO)N1C[C@H](C)[C@@H](CN(C)C(=O)Nc2ccccc2)Oc2ccc(NS(C)(=O)=O)cc2CC1=O` gave BL2 CD40 inh -1[25 µM].
CC(Sc1nnc(COc2ccccc2)n1Cc1ccccc1)C(=O)O (configuration not stated) was read as BL2 CD40 inh 6.
Screening CC(C)CNC(=O)C1c2ccccc2Oc2ccccc21 returned BL2 CD40 inh 19.
`O=C(COC(=O)[C@H](Cc1ccccc1)NC(=O)c1cccs1)NC1CC1` gave BL2 CD40 inh 10.
Screening Cc1cc(NC(=O)c2ccc(F)cc2F)n(-c2nc3ccccc3[nH]2)n1 returned BL2 CD40 inh -3.
CCCCCCc1ccc(-c2ncc(N)cn2)cc1 was read as BL2 CD40 inh -46.
`Cn1cccc1-c1cc(C(=O)N2CCc3c([nH]c4ccccc34)C2c2ccccn2)[nH]n1` (configuration not stated) gave BL2 CD40 inh -7.
For COc1ccc(S(=O)(=O)NCCCN2CCOCC2)c2ccccc12 the results were BL2 CD40 inh 10.
For N#Cc1cccc(-c2ccc([C@@H]3[C@H]4CN(Cc5ccccc5F)CCCCN4[C@H]3CO)cc2)c1 the results were BL2 CD40 inh 9[25 µM].
`CN(Cc1ccc(F)cc1)C(=O)CNC(=O)c1ccc2c(c1)OCO2` gave BL2 CD40 inh -4.
Screening CCOC(=O)c1sc2nc(C)cc(C)c2c1N returned BL2 CD40 inh -44.
`CCC(C(=O)NC1CCCC1)N(Cc1ccc2c(c1)OCO2)C(=O)c1snc(C(N)=O)c1N` (configuration not stated) gave BL2 CD40 inh 16.
`CCN(CC(=O)Nc1ccccc1OC)C(=O)COc1ccc(C#N)cc1` gave BL2 CD40 inh -26.
For CC1CCCCC1N=C1NC(C)(C)CS1 (configuration not stated) the results were BL2 CD40 inh 6.
Screening Cc1ccc(C)c(NC(=O)CN(C)C(=O)c2ccccc2OCc2ccc(Cl)cc2)c1 returned BL2 CD40 inh 3.
Cn1c(SC/C=C/c2ccccc2)nnc1-c1cccnc1 was read as BL2 CD40 inh 5.
For Cc1nn(-c2ccccc2)c(C)c1/C=N/NC(=O)c1cccs1 the results were BL2 CD40 inh -55.
O=C(COc1ccc2ccccc2c1)NCCc1ccc2c(c1)OCCO2 was read as BL2 CD40 inh 7.
Cc1ccccc1OCC(=O)OCC(=O)NCC1CCCO1 (configuration not stated) was read as BL2 CD40 inh 18.
Screening CCOc1cc(N2CCOCC2)c(OCC)cc1NC(=O)c1cc(S(=O)(=O)N2CCOCC2)ccc1Cl returned BL2 CD40 inh 11.
Screening COc1ccc(C2C(C(=O)N3CCCC3)CC(=O)N2c2ccc(OC)cc2)cc1 (configuration not stated) returned BL2 CD40 inh 9.
`COc1ccccc1CNC(=O)C[C@@H]1C[C@H]2c3cc(NC(=O)c4ccc5c(c4)OCO5)ccc3O[C@H]2[C@@H](CO)O1` gave BL2 CD40 inh -1[25 µM].
COc1ccccc1CNC(=O)C[C@@H]1C=C[C@@H](NC(=O)CC2CC2)[C@H](CO)O1 was read as BL2 CD40 inh -14[25 µM].
For O=S1(=O)N=C(N(CCO)/N=C/c2ccccc2)c2ccccc21 the results were BL2 CD40 inh -2.
O=C(COC(=O)Cc1ccccc1F)NCc1ccc(Cl)cc1 was read as BL2 CD40 inh 4.
CCNS(=O)(=O)c1ccc(OC)c(C)c1 was read as BL2 CD40 inh -5.
For COc1cc2c(c(OC)c1OC)-c1ccc(OC)c(=O)cc1C(NC(C)=O)CC2 (configuration not stated) the results were BL2 CD40 inh 12[25 µM].
For O=C(NCC(c1ccco1)N1CCCCC1)c1cc2c(s1)CCCC2 (configuration not stated) the results were BL2 CD40 inh -16.
`CCN(Cc1ccncc1)C(=O)c1ccc(C)o1` gave BL2 CD40 inh 3.
Screening O=C(O)C1CCCCN1S(=O)(=O)c1ccc2ccccc2c1 (configuration not stated) returned BL2 CD40 inh 4.
`CO[C@@H](CN(C)S(=O)(=O)c1ccc(F)cc1)[C@H](C)CN(C(=O)Nc1ccccc1F)[C@H](C)CO` gave BL2 CD40 inh -46.
For Cc1c(C(=O)OCC(=O)N2CCN(c3ccccc3)CC2)oc2ccccc12 the results were BL2 CD40 inh 5.
c1ccc(-c2nc(NCc3ccco3)c3ccccc3n2)cc1 was read as BL2 CD40 inh -9.
`O=C(CN1C(=O)c2ccccc2S1(=O)=O)NCc1ccc2c(c1)OCO2` gave BL2 CD40 inh 6.
Screening CC(C)S(=O)(=O)c1csc(C(=O)NN)c1-n1cccc1 returned BL2 CD40 inh 9.
`CCOC(=O)c1ccc2[nH]c(C)c(C)c2c1` gave BL2 CD40 inh -28.
Screening CCc1cccc(NC(=O)CSc2nnc(Cc3ccc(OC)cc3)c(=O)[nH]2)c1 returned BL2 CD40 inh 8.
CCOc1ccc(C(=O)NCC2(c3ccccc3)CCOCC2)cc1 was read as BL2 CD40 inh -3.
Cc1ccc2[nH]c3c(NCc4ccccc4)ncnc3c2c1 was read as BL2 CD40 inh 1.
For CN1CCN(S(=O)(=O)c2ccc(CNC(=O)c3ccccc3)s2)CC1 the results were BL2 CD40 inh 10.
`COc1ccc(Cc2nc(-c3cccs3)no2)cc1OC` gave BL2 CD40 inh -35.
For COC(CNC(=O)C(C)n1nc(C)c2ccccc21)OC (configuration not stated) the results were BL2 CD40 inh 3.

A portion of the library; the hit share may differ from the screen's.
